H9c2 TAG inh: inhibitors of triacylglycerol accumulation; AID 651582; H9c2 cells, Nile Red lipid (TAG) fluorescence; cells loaded with 200 µM oleic acid; inhibition, % at 12.5 µM; 230,000 compounds, 0.66% hits;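 active = pattern-corrected inhibition of lipid staining of at least 50% with the nuclear-stain viability signal not falling by more than 50%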;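 note: 0% = DMSO wells and 100% = triacsin C control wells; some results filed as inactive read as strong as hits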
H9c2 TAG inh DAPI viability: further read-out of H9c2 TAG inh, marked with its call; DAPI nuclei signal change (viability), lower = more cytotoxic, %;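 whole-well DAPI fluorescence read on a plate reader as a viability signal; minus 50 percent equals half of cells still viable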
* hit, by the source's call. Only part of the results is shown; count on the stated rates, not on these rows.

Sample of the layout:
SMILES | H9c2 TAG inh | H9c2 TAG inh DAPI viability
CC(/C=N/n1cnnc1)=C\c1ccccc1 | 13 | 11
CSc1nccc(-c2sc(SC)c(C#N)c2-c2ccccc2)n1 | 28 | 4
CCCN1C(=O)/C(=C/c2ccc(N3CCOCC3)cc2)NC1=S | -15 | 9
O=C(c1cc(S(=O)(=O)N2CCC3(CC2)OCCO3)ccc1F)N1CCCCC1 | 0 | -1
COc1ccccc1C(=O)Oc1cc(C)[nH]c(=O)c1[N+](=O)[O-] | -1 | -8

Main list, repeating the preview:
SMILES | H9c2 TAG inh | H9c2 TAG inh DAPI viability
CC(/C=N/n1cnnc1)=C\c1ccccc1 | 13 | 11
CSc1nccc(-c2sc(SC)c(C#N)c2-c2ccccc2)n1 | 28 | 4
CCCN1C(=O)/C(=C/c2ccc(N3CCOCC3)cc2)NC1=S | -15 | 9
O=C(c1cc(S(=O)(=O)N2CCC3(CC2)OCCO3)ccc1F)N1CCCCC1 | 0 | -1
COc1ccccc1C(=O)Oc1cc(C)[nH]c(=O)c1[N+](=O)[O-] | -1 | -8
CC(=O)Nc1c(O)nc(SC/C=C/CSc2nc(O)c(NC(C)=O)c(=O)[nH]2)[nH]c1=O | -6 | -9
O=S(=O)(c1ccc2ccccc2c1)N1C=CC(C(F)(F)F)=NCC1 | 4 | -7
Cc1cccc(C(=O)N[C@@H](C)C(=O)N2CCN(c3ncccn3)CC2)c1 | -2 | 2
CCCn1c(Sc2nc3c(c(=O)[nH]c(=O)n3C)n2CCC)nc2c1c(=O)[nH]c(=O)n2C | -12 | -7
Cc1cc2cc(CNC(=S)NC3CCCCC3)ccc2[nH]1 | -2 | 5
COc1ccc(C)cc1NC(=O)Cn1cnnn1 | 5 | 14
CC(NCc1ccc(-c2ccccc2)cc1)C(O)c1ccccc1 (stereo not given) | 23 | -6
C/C(N)=C(/C#N)C(=O)COC(=O)CNC(=O)c1ccc(Cl)cc1Cl | 5 | 20
COCCn1ccc2c(OCC(=O)Nc3cc(OC)ccc3OC)cccc2c1=O | 28 | 4
C[C@@H]1CN([C@@H](C)CO)C(=O)c2cc(Br)cnc2O[C@H]1CN(C)Cc1ccccc1C(=O)O | -3 | 12
COC(=O)CSc1nnc(CNc2ccc(Cl)cc2)n1-c1ccccc1 | 7 | -1
Cc1noc(C)c1NC(=O)N(C)C[C@H]1Oc2ccc(NC(=O)C3CC3)cc2C(=O)N([C@H](C)CO)C[C@@H]1C | -18 | 3
CC(C)(C)[C@H]1COC(=O)CC/C=C\C[C@H](CC(=O)N(CCO)Cc2ccccc2)C(=O)N1 | -3 | -5
Cc1ccc(C)c2nc(SCC(=O)N3CCCc4ccccc43)c(C#N)cc12 | 13 | -5
O=C(N/N=C1\CC2CC=CC12)c1ccc(O)cc1 (stereo not given) | 4 | -4
Cc1ccc(C)c(C(=O)COC(=O)c2nn(C)c(=O)c3ccccc23)c1 | 2 | -2
COc1ccc(NC(=O)/C=C/c2ccc(S(=O)(=O)N3CCOCC3)cc2)cc1 | 4 | 2
CCSc1ncc(/C=N/Nc2ccccc2)n1C | 17 | -2
C=CCC1(CC=C)CCCN1C(=O)c1ccc2oc(CCCC)nc2c1 | -7 | 1
C=CCN(CC=C)C(=S)Nc1ccc(OC)c(OC)c1 | 6 | -3
O=C1NC(Cc2ccccc2)c2nc3ccccc3c(=O)n2-c2cc3ccccc3cc21 (stereo not given) | 42 | -41
COCc1c(C(=O)OCc2nc(N)nc(Nc3ccccc3C)n2)oc2ccccc12 | -6 | 11
Cn1c(N)c(C(=O)COC(=O)Cc2ccc(Cl)cc2Cl)c(=O)n(C)c1=O | 3 | -5
Clc1ccc2nncn2n1 | 7 | -10
CC1CCCC(NC(=O)COC(=O)CCC(=O)c2ccc(F)cc2)C1C (stereo not given) | 1 | 1
CCc1nc2ccc(C(=O)NCCCn3ccnc3)cn2c1N(C)C(=O)C1CCCCC1 | -10 | 2
COc1ccc(CCN(Cc2ccccn2)C(=S)Nc2cccc(SC)c2)cc1OC | 5 | 2
CCS(=O)(=O)c1ccc(-c2csc(-c3ccccc3)n2)c(Cl)c1Cl | -12 | -13
O=c1c2[nH]c3cccc(Cl)c3c2ncn1CC1CCCO1 (stereo not given) | 3 | 8
Cn1c(N)c(C(=O)CSc2nnc(C3CC3)n2Cc2ccccc2)c(=O)n(C)c1=O | 1 | 11
Cc1ccc(C(=O)Nc2nnc(S(=O)(=O)N3CCCCCC3)s2)cc1 | 8 | -6
NCCCC[C@H](NC(=O)C1CCNCC1)c1nnc([C@@H](N)CO)o1 | -12 | 4
Cc1ccc(OCCN2C(=O)c3ccccc3C2=O)c([N+](=O)[O-])c1 | -1 | -9
Cc1cc(C(=O)CSc2nc(N)cc(N)n2)c(C)n1-c1cccc(C(F)(F)F)c1 | 17 | 2
COc1cccc(OC)c1C(=O)NNC(=O)c1ccc(F)cc1 | 2 | -5
CSc1nnc2c(=O)[nH]c(=O)n(C)c2n1 | 0 | -5
O=C(CSc1nnc(-c2ccoc2)o1)N1CCOCC1 | -2 | -5
COc1ccc(S(=O)(=O)N2CCOCC2)cc1NC(=O)CSc1ccc(F)cc1 | -9 | 0
N#Cc1ccc(C(=O)NC2CCCc3ccccc32)cc1 (stereo not given) | 8 | -3
COC(=O)c1sc(NC(=O)CSc2nncs2)c(C(=O)OC)c1C | -4 | -2
Cc1cc(=O)[nH]c(SCC(=O)c2c(N)n(C)c(=O)n(C)c2=O)n1 | -23 | 11
CC12CCC(=O)N1C(C(=O)N1CCN(S(=O)(=O)c3cccc(Cl)c3)CC1)CS2 (stereo not given) | -13 | 3
Cc1onc(-c2ccccc2)c1C(=O)n1cccn1 | -40 | 4
CCN(CC)S(=O)(=O)c1cccc(NN=c2c(=O)c3ccccc3c2=O)c1 | 15 | -5
O=C(CSCc1c(F)cccc1Cl)NCCSCc1ccco1 | 2 | 1
CCCCCC(=O)N1C[C@@H](O)[C@H](n2cc(-c3ccc(F)cc3)nn2)C[C@@H]1c1ccc(Cl)cc1 | 8 | -5
O=C(CCCn1c(=S)[nH]c2cc3c(cc2c1=O)OCO3)N1CCN(c2ccccc2F)CC1 | -21 | 29
CCCCCOc1ccc(NC(=O)C(=O)NCC2CCCN2CC)cc1 (stereo not given) | -12 | 23
CC(C)N=C(Nc1ccccc1)c1cccnc1 | 7 | -2
CCc1c(C)nc2ncnn2c1N1CCCC(C(=O)Nc2ccc(NC(C)=O)cc2)C1 (stereo not given) | 11 | -1
COc1ccc(Cl)cc1NC(=O)Nc1ccc(C(=O)N2CCCC2)cc1 | 28 | -1
Cc1cccc(C)c1NC(=O)CN(C)C(=O)c1ccccc1Cc1ccccc1 | 16 | 1
O=[N+]([O-])c1cccc(N2Cc3ccccc3C2)c1 | 19 | -3
Cc1cc(NC(=O)CSc2nnc(NCc3ccco3)s2)no1 | 1 | 3
Cc1ccc(F)cc1NC(=O)CCC(=O)c1cccs1 | 1 | -6
Further results.
SMILES | H9c2 TAG inh | H9c2 TAG inh DAPI viability
O=C(/C=C/c1ccco1)N1CCN(c2ccc(F)cc2)CC1 | -6 | -1
Cc1cc(=O)n2[nH]c(CCC(=O)O)nc2n1 | -9 | 8
CCOc1ccc(/C=C(/NC(=O)c2ccc(Cl)cc2)C(=O)O)cc1OCC | 3 | -4
COc1cc(OC)c(C2C3=C(CCCC3=O)Nc3nc4ccccc4n32)cc1OC (stereo not given) | 3 | 5
O=C(NCC1COc2ccccc2O1)C1C2C=CC3(CN(Cc4cccs4)C(=O)C13)O2 (stereo not given) | 18 | -6
COc1cc(S(=O)(=O)N2CCOCC2)cc(C(=O)OCC(=O)NCc2ccco2)c1OC | -3 | -7
COc1cccc(/C=N/Nc2ccc(S(=O)(=O)Nc3ccccc3C(=O)O)cc2[N+](=O)[O-])c1O | 3 | 1
CNC(=S)Nc1cccc(Cl)c1C | -10 | 4
COc1cc(OC)c(N(C)S(=O)(=O)c2cccc(C(=O)Nc3nccs3)c2)cc1Cl | 10 | -2
O=C(/C=C/c1ccccn1)c1cc(Cl)cc(Cl)c1O | 23 | -3
O=S(=O)(N/N=C/c1c(F)cccc1Cl)c1ccccc1 | -17 | -9
O=C(NNS(=O)(=O)c1ccccc1F)c1ccccc1-n1cccc1 | -7 | 1
O=C(c1ccc(-n2cccc2)cc1)N1CCCCC1 | 3 | 5
Cc1ccc(S(=O)(=O)CCC(=O)OCC(=O)N(C)CC(=O)Nc2ccc(F)cc2)cc1 | -5 | 0
O=C(NCCCn1ccnc1)c1ccc(COc2ccccc2)o1 | -24 | 5
CC(Oc1cccc(Cl)c1)C(=O)N1CCN(c2ncccn2)CC1 (stereo not given) | -12 | 1
CCNC(=S)N/N=C/c1c(Cl)cccc1Cl | 2 | 3
Cc1ccc(CNC(=O)CCNS(=O)(=O)c2ccc(C)cc2)cc1 | 0 | -2
C[C@@H]1CN([C@@H](C)CO)C(=O)c2cc(Br)cnc2O[C@H]1CN(C)C(=O)Nc1ccc2c(c1)OCO2 | 1 | -5
COc1ccc(NC(=O)CN(C)CC(=O)Nc2ccc(Cl)c(S(=O)(=O)N(C)C)c2)cc1 | 12 | -12
O=C(COc1ccccc1)Nc1ccc(N2CCN(C(=O)c3cccs3)CC2)cc1 | -24 | -13
CC(O)CNC12CC3CC(CC(C3)C1)C2 (stereo not given) | -10 | 9
N=C1/C(=C/c2ccc(-c3cccc(C(=O)O)c3)o2)C(=O)N=C2SC=C(c3ccccc3)N12 | 0 | 0
Cc1ccc(C(=O)NC(C)c2ccc(-n3ccnc3)cc2)cc1S(=O)(=O)N1CCOCC1 (stereo not given) | -8 | 8
CCO[C@@H]1OC(C(=O)Nc2ccccc2)=C[C@H](c2ccc(Br)cc2)[C@H]1CCCO | 7 | 0
COc1ccc([C@H]2N[C@]3(CCCN(Cc4ccc(F)cc4)C3=O)[C@H]3C(=O)N(Cc4ccccc4)C(=O)[C@@H]23)cc1 | -19 | -1
CN(C)C(=O)c1cccc(-c2cc(NC=O)c3ncc(-c4ccc(F)cc4)n3c2)c1 | -2 | 6
CCOC(=O)C(C)Oc1cccc2c(=O)n(CC(=O)NCc3ccc(F)cc3)ccc12 (stereo not given) | 32 | -24
c1ccc(C[C@H]2CN=C(Nc3ccccc3)N2CCC2CCCC2)cc1 | 9 | 12
COC(=O)c1nnn(CC(=O)Nc2cccc(Cl)c2)c1C(=O)OC | -9 | -3
CC(=O)c1ccc(NC(=O)C(C)OC(=O)c2cccc(-n3cnnn3)c2)cc1 (stereo not given) | 2 | -6
Cc1ccc([C@H]2C(C(=O)O)=CC[C@@H](c3cccc(Cl)c3)N2S(=O)(=O)c2ccc(C)cc2)cc1 | -5 | 1
Cc1ccc(NCC(=O)N/N=C\c2ccc[nH]2)cc1 | 1 | 3
Cc1cccc(NC(=O)N2CCCCCC2)c1 | 19 | -13
CCCS(=O)(=O)N1CCN=C1SCc1cccnc1 | 4 | -6
COC(=O)c1sccc1NC(=O)CN(C)NS(=O)(=O)c1ccc(F)cc1 | 10 | 3
O=C(O)c1cc([N+](=O)[O-])ccc1NCc1cccnc1 | -2 | -2
CCOc1ccc(C(=O)NCC(=O)N2CCCCCCC2)cc1OCC | -27 | 5
Cc1nnc(NC(=O)C23CC4CC(C)(CC(C)(C4)C2)C3)s1 | 0 | 1
O=C(NCc1ccccc1)C(=O)NCC(c1ccco1)N1CCN(c2ccccc2F)CC1 (stereo not given) | 12 | -3
COc1ccc([C@H]2CC(=O)C=C(c3ccc(OC)c(F)c3)C2)cc1 | 5 | -4
O=[N+]([O-])c1ccc(Cl)c(CN2CCSCC2)c1 | 2 | 0
CN(C)c1ncnc2c1ncn2[C@H]1CN(Cc2ccc3c(c2)OCO3)C[C@@H](CO)O1 | 11 | -3
CCOC(=O)c1c(C)noc1-c1ccco1 | 6 | -7
CCCN(CCC)S(=O)(=O)c1ccc(C(=O)N2CCC(=O)c3ccccc32)cc1 | -3 | 4

A different layout for some results above:
Fields: H9c2 TAG inh	H9c2 TAG inh DAPI viability
- Cc1cccc(NC(=O)N2CCCCCC2)c1
 : 19	-13
- CCCS(=O)(=O)N1CCN=C1SCc1cccnc1
 : 4	-6

Additional compounds follow.
SMILES | H9c2 TAG inh | H9c2 TAG inh DAPI viability
CCc1ccc(NC(=O)c2ccc(C3SCC(=O)N3CCc3ccccc3)cc2)cc1 (stereo not given) | -5 | 18
Cc1ccc(OC(=O)N(C)C[C@H]2OCc3cn(nn3)CCCC(=O)N([C@H](C)CO)C[C@@H]2C)cc1 | 4 | -6
CCc1cccc2c(=O)c(C(=O)NCCN3CCOCC3)c[nH]c12 | -1 | -5
CCOc1ccccc1NC(=O)Nc1ccncc1 | 23 | 6
CC1CCN(C(=O)c2[nH]cnc2C(=O)NCCCCCNC(=O)OC(C)(C)C)CC1 | -2 | 1
CCC(=O)N1CCN(c2ccccc2NC(=O)c2ccc(OC)c(Cl)c2)CC1 | 2 | -13
COc1ccc(S(=O)(=O)N2CCCCC2)cc1NC(=O)COC(=O)c1ccco1 | -12 | 0
Cc1[nH][nH]c(=O)c1C(c1c(C)[nH][nH]c1=O)c1cn(C)c2ccccc12 | -10 | 16
COc1ccc(C2=NOC(Cn3nc(C(=O)NCc4ccco4)cc3-c3ccccc3)C2)cc1 (stereo not given) | 6 | -1
Cc1cc(/C=C2\NC(=S)NC2=O)c(C)n1-c1cccnc1 | -7 | 9
CN(C(=O)C1CC1)C1CCS(=O)(=O)C1 (stereo not given) | -10 | 0
COc1ccc(C(=O)n2nc(-c3ccco3)nc2N)cc1OC | 4 | -9

Shown comma-delimited: four of the compounds above.
canonical_smiles,H9c2 TAG inh,H9c2 TAG inh DAPI viability
CNC(=S)Nc1cccc(Cl)c1C,-10,4
N=C1/C(=C/c2ccc(-c3cccc(C(=O)O)c3)o2)C(=O)N=C2SC=C(c3ccccc3)N12,0,0
CCc1c(C)nc2ncnn2c1N1CCCC(C(=O)Nc2ccc(NC(C)=O)cc2)C1 (stereo not given),11,-1
Cc1ccc(C)c(C(=O)COC(=O)c2nn(C)c(=O)c3ccccc23)c1,2,-2

Screening data from PubChem.
